# From PubChem BioAssay
# RXFP1 antagonist – RXFP1 (human) relaxin receptor antagonism | activity change, negative = inhibition, % at 57.5 µM | AID 1259400 | Q9HBX9 | hit rate 0.59% among 350,000 | HEK293-RXFP1, relaxin-stimulated cAMP HTRF, 30 min; stronger effect = lower value;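 active = activity change of -60% or lower, but not beyond a set lower limit; inconclusive = change between -60% and -40%, or beyond the set limit; inactive = change above -40%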; note: % is set by controls: 0 for no effect and ±100 for the full control effect
# Target sequence (Q9HBX9 whole entry, looked up): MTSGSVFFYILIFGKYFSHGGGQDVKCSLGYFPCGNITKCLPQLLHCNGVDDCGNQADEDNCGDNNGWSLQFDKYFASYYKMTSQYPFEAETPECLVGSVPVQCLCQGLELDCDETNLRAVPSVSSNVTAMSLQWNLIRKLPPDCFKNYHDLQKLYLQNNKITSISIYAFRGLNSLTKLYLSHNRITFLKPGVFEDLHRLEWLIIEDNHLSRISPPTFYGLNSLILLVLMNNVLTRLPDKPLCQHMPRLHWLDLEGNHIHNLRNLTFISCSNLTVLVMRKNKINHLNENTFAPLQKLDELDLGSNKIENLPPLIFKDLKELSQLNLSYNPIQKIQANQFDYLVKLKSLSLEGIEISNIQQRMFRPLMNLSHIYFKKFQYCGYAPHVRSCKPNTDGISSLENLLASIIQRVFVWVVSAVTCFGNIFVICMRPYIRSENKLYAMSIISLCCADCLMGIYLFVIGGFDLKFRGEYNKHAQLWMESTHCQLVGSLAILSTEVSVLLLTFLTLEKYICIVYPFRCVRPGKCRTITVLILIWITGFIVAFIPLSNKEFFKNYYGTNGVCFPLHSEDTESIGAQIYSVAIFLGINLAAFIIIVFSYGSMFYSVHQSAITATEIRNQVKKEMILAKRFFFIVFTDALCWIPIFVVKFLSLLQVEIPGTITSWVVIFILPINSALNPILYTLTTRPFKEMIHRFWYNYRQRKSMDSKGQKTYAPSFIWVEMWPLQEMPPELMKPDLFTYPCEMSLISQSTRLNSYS
# D2 ag – activates the human D2 dopamine receptor; P14416; HEK293 T-REx D2 cells, calcium flux agonist mode; activation, % at 2 µM; hit rate 0.53% among 340,000; AID 485358;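 active = activation over 3 SD above normal in the single-dose calcium agonist read, cut at about 30% in these data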; note: 0% is about no effect
#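 Agonism is scored from calcium flux in a force-coupled, inducible HEK293 cell line expressing D2, read kinetically for 180 s after compound addition against dopamine controls.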
# D1 PAM – human D1 dopamine receptor positive modulation; hit rate 0.036% among 360,000; potentiation, % at 10 µM; P21728; HEK293 TREx D1 cells, calcium flux, dopamine EC20 potentiation; in the data active = potentiation above about 30%; note: 0% is about no effect
# D1 agonist – agonists of human D1 dopamine receptor | activation, % at 2 µM | hit rate 1% among 360,000 | AID 504660 | HEK293 T-REx D1 cells, calcium flux, agonist mode; note: 0% is about no effect
#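 Inducible HEK293 T-REx D1 cells, force-coupled to calcium signalling, were plated at 4000 cells/well with tetracycline and held overnight at 30 C. After no-wash calcium dye loading, compound-evoked calcium rise over 180 s flagged agonists.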
# D2 antag – antagonists of human D2 dopamine receptor; HEK293 TREx D2 cells, calcium flux, dopamine EC80; inhibition, % at 10 µM; hit rate 2% among 340,000; AID 485344; in the data active = inhibition above about 30%; note: 0% is about no effect
#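 Calcium flux kinetic readout in an inducible HEK293 TREx D2 line plated overnight at 30 C. After 180 s compound exposure, an EC80 dopamine challenge follows with another 180 s kinetic read to detect antagonism.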
# D1 antagonist – blocks dopamine activation of the human D1 receptor. P21728. HEK293 TREx D1 cells, calcium flux, dopamine EC80; stronger effect = lower value. activity change, negative = inhibition, % at 10 µM. hit rate 3.2% among 360,000. AID 504652; in the data active = activity change below about -30%; note: % is set by controls: 0 for no effect and ±100 for the full control effect
#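 Allosteric or orthosteric antagonism assessed as attenuation of the calcium response to EC80 dopamine, added 180 s after compound, in induced HEK293 Trex D1 cells loaded with no-wash calcium dye.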
# TRHR enhancer – TRH receptor (human) allosteric enhancement. AID 493056. hit rate 0.66% among 360,000. enhancement, % at 2 µM. TRHR cells, fluo-8 calcium fluorescence, EC20 TRH enhancement. P34981; in the data active = enhancement above about 30%; note: 0% is about no effect
#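 TRHR-expressing cells loaded with fluo-8 calcium dye were read kinetically (ex 480/em 530) during compound addition, then stimulated with an EC20 of TRH (10 nM final). Enhancement of the Gq-mediated intracellular calcium response was scored.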
# D2 PAM – D2 dopamine receptor (human) potentiation; potentiation, % at 10 µM; P14416; AID 485347; HEK293 T-REx D2, calcium flux, EC20 dopamine potentiation; hit rate 0.34% among 340,000;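 active = potentiation over 3 SD above the plate norm, cut at about 30% in these data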; note: 0% is about no effect
#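 Tetracycline-induced HEK293 T-REx cells force-coupled to calcium signalling expressed D2; compounds were pin-added after a 10 s baseline, read kinetically 180 s, then an EC20 dopamine challenge followed with a further 180 s calcium read.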
# TRHR agonist – agonists of human TRH receptor; hit rate 0.18% among 360,000; TRHR cells, calcium flux fluo-8, FDSS agonist mode; AID 493084; activation, % at 2 µM; P34981; note: 0% is about no effect
#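 Fluo-8-loaded TRHR cells; 10 s baseline, compound added, kinetic Ca2+ fluorescence read 1/s, agonist mode.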
# * marks the source's active call; other numbers are inactive results; ? = inconclusive; . = not tested or not shown; & = joins results of further samples. Cut-off read from the data, not from the text of the source, unless noted: active = activation above about 30%; inactive = the rest.
1. CN(C)C(CNC(=O)Cc1ccc(Br)cc1)c1ccccc1 (configuration not stated)
2. Nc1cccc(N=Cc2c(O)n(Cc3ccc(F)cc3)c(=O)[nH]c2=O)c1
3. COc1ccc(NC(=O)c2cn(CCC#N)nc2-c2ccc(OC)c(OC)c2)cc1
4. O=c1c2ccccc2nc(/C=C/c2ccc3c(c2)OCO3)n1-c1cccc(O)c1
5. CCC(C)N1C(=O)/C(=C\c2ccc(N3CCCCCC3)cc2)C(=O)NC1=S (configuration not stated)
6. Cn1c(O)c(/C=N/c2ccccn2)c(=O)n(C)c1=O
7. O=C1NC(=O)C(=Cc2cn(CCOc3ccc4c(c3)OCO4)c3ccccc23)C(=O)N1
8. CCC[N+]12CCC(CC1)C(C(O)(c1ccccc1)c1ccccc1)C2 (configuration not stated)

assay / entry	1	2	3	4	5	6	7	8
RXFP1 antagonist	0	10	-4	21	14	2	-7	-1
D2 ag	-0.8	-1.7	-0.2	-0.9	-0.6	0.8	.	1.3
D1 PAM	-9	-3	-4	-7	2	1	1	-3
D1 agonist	7	-1	3	3	0	0	17	3
D2 antag	-16	10	-14	2	1	-14	.	-3
D1 antagonist	1	7	5	-1	22	-14	-8	13
TRHR enhancer	1	-3	5	-4	2	6	-10	-2
D2 PAM	14	-7	-4	11	-2	11	-5	7
TRHR agonist	0.8	-0.3	0.0	0.0	0.4	0.7	3.6	0.0

9. CN1C2c3ccccc3C3C4c5ccccc5C(C31)C(C2[N+](=O)[O-])N4C (configuration not stated)
10. O=c1[nH]c(=S)[nH]c(O)c1N=Nc1ccc(OC(F)F)cc1
11. Cc1ccc(S(=O)(=O)Cc2ccc(C(=O)N3CCC4(CC3)OCCO4)o2)cc1
12. Cc1ccc(S(=O)(=O)N2CN3CCN(C3)C2)cc1
13. Cc1cc(C=C2C(=O)N(C)C(=S)N(C)C2=O)c(C)n1-c1ccncc1
14. Cc1cc([P+](=O)O)c(C)n1-c1ccc(Br)cc1
15. O=C(CCN1CCCCC1)NCC(=O)Nc1ccc(Br)cc1C(=O)c1ccccc1
16. CCC(=NCCc1ccccc1)c1c(O)n(C2CCCCC2)c(=O)[nH]c1=O

assay / entry	9	10	11	12	13	14	15	16
RXFP1 antagonist	-8	1	0	-5	-4	-8	8	-10
D2 ag	0.8	-0.1	0.4	0.6	-0.1	0.3	0.3	0.7
D1 PAM	-2	0	9	-3	-3	-6	-3	-3
D1 agonist	3	1	-3	2	6	0	17	0
D2 antag	4	3	-5	-21	-16	-8	10	11
D1 antagonist	13	0	24	1	-5	3	-20	.
TRHR enhancer	-2	6	3	17	-1	4	-10	-3
D2 PAM	10	5	-2	-2	-11	13	5	-5
TRHR agonist	-0.3	-1.2	0.5	0.1	2.1	0.0	-0.4	0.0

17. Cc1cc(NC(=O)CCl)nn1C
18. N#Cc1ccccc1Cn1cc(C(=O)C2CC2)c2ccccc21
19. CC(C)C1(C)N=C(c2ncccc2C(=O)O)NC1=O (configuration not stated)
20. CCC(=Nc1ccc(OC)cc1OC)c1c(O)n(C)c(=O)n(C)c1=O
21. Cc1ccc(NC(=O)[C@@H](NC(=O)N2C[C@H]3C[C@@H](C2)c2cccc(=O)n2C3)C(C)C)cc1
22. O=c1[nH]c(=O)n(CCc2ccccc2)c(O)c1C=NC1CC1
23. CC(Cc1ccccc1)N1Cc2ccccc2C1 (configuration not stated)
24. O=C1NC(=O)C(CCc2ccncc2)(CCc2ccncc2)C(=O)N1C1CCCCC1

assay / entry	17	18	19	20	21	22	23	24
RXFP1 antagonist	-2	-22	-5	3	.	-15	-7	-10
D2 ag	1.1	-1.1	-1.3	0.5	-0.5	0.2	-0.1	-0.4
D1 PAM	-2	-2	-15	-4	0	-1	-6	-5
D1 agonist	1	2	1	17	1	0	2	2
D2 antag	-5	-5	-5	-33	-1	-3	-17	6
D1 antagonist	27	2	-8	-3	0	-4	14	6
TRHR enhancer	-6	-3	5	1	-1	-4	10	4
D2 PAM	1	13	3	-4	4	21	-9	-5
TRHR agonist	0.5	1.1	0.2	-0.4	-0.3	-0.7	0.2	0.2

25. O=C(Nc1cccc(Br)c1)c1c(O)c2c(n(Cc3ccccc3)c1=O)CCCC2
26. Cc1ccc(Cn2cccc(C(=O)Nc3cc([N+](=O)[O-])ccc3C)c2=O)cc1
27. COCCOC(=O)c1c(N)n(Cc2ccccc2)c2nc3ccccc3nc12
28. O=c1[nH]c(O)c(/C=C2/C=CC(c3cc(Cl)ccc3Cl)=N2)c(=O)[nH]1
29. O=C(Nc1ccc2ccccc2c1)c1nn(C23CC4CC(CC(C4)C2)C3)cc1Br
30. CCOP(=O)(OCC)C(O)c1ccccc1 (configuration not stated)
31. Clc1ccc(Cn2ccnc2)cn1
32. CNc1ccc2oc(C[C@H]3O[C@@]4(CC[C@H]3C)O[C@H]([C@H](C)C(=O)c3ccc[nH]3)[C@H](C)C[C@H]4C)nc2c1C(=O)O

assay / entry	25	26	27	28	29	30	31	32
RXFP1 antagonist	-9	.	14	-16	7	6	5	.
D2 ag	0.4	-2.3	-1.8	25	0.4	-0.4	0.6	96*
D1 PAM	-7	1	-4	6	8	2	-5	-6
D1 agonist	2	0	2	73*	10	1	-1	419*
D2 antag	-6	.	36*	-10	-4	9	-8	62*
D1 antagonist	11	.	3	-7	31	-13	-9	-45*
TRHR enhancer	4	-8	-1	-16	12	1	1	-17
D2 PAM	9	-7	0	4	13	6	-1	-18
TRHR agonist	-0.1	0.5	0.4	26	-1.5	0.4	-0.2	123*

33. NC(=O)c1cn(C2OC(CO)C(O)C2O)c2ncnc(N)c12 (configuration not stated)
34. CN(C)P1(N(C)C)=Nc2c(c(N)nn2C)C(c2ccccc2)=N1
35. CN(C)c1ccc(/C=C/C=C/c2sc3ccccc3[n+]2C)cc1
36. Cc1cc(-n2c(/C=C/c3ccc(Br)s3)nc3ccccc3c2=O)ccc1Br
37. CCOC(=O)C(O)(c1ccc(NC(=S)NC(=O)c2ccc(Cl)cc2Cl)c(C)c1)C(F)(F)F (configuration not stated)
38. COC(=O)C1=C(c2ccc(OC)c(OC)c2)C[C@@H]2CC[C@H]1N2C(=O)N1CCc2cc(OC)c(OC)cc2C1
39. O=C(O)c1ccc(Cl)nc1
40. Oc1c(Br)cc(Br)cc1CN1CCN(Cc2ccccc2)CC1

assay / entry	33	34	35	36	37	38	39	40
RXFP1 antagonist	6	-17&4	?	-26	-24	.	-6	-17
D2 ag	-2.4	-1.6	0.1	.	27	.	1.8	0.1
D1 PAM	-2	-1	2	-2	-10	6	-4	-9
D1 agonist	2	2	1	-4	54*	0	0	0
D2 antag	3	31*	6	.	5	.	-4	-24
D1 antagonist	4	-3	-9	12	-35*	-27	3	2
TRHR enhancer	-7	2	-1	-6	2	3	-1	7
D2 PAM	-4	-4	19	-13	18	.	15	-21
TRHR agonist	-0.7	0.4	0.3	0.1	6.6	-0.4	0.8	0.6

# Next section, starting with the last 3 of the part before.
38. COC(=O)C1=C(c2ccc(OC)c(OC)c2)C[C@@H]2CC[C@H]1N2C(=O)N1CCc2cc(OC)c(OC)cc2C1
39. O=C(O)c1ccc(Cl)nc1
40. Oc1c(Br)cc(Br)cc1CN1CCN(Cc2ccccc2)CC1
41. CCCN(CC#CCOc1ccc(OC)cc1)CCC
42. CCOc1cc2c(cc1OCC)-n1cccc1C(c1ccc(OC(F)F)cc1)NC2 (configuration not stated)
43. CN1C(=O)C(=Cc2sc(=O)n(-c3ccccc3)c2N(C)C)C(=O)N(C)C1=O
44. N#CC1=C(N)Oc2c(c(=O)oc3ccccc23)C1c1ccncc1 (configuration not stated)
45. Cc1ccsc1C(=O)C1CCCN(Cc2cc3ccccc3o2)C1 (configuration not stated)
46. c1ccc(C2CC3CC(c4ccco4)N2O3)cc1 (configuration not stated)
47. CCSC1=NN1c1cc(C)nc(N)n1
48. O=C(c1ccccc1)c1cn(CC(=O)N2CCCc3ccccc32)c2ccccc12

assay / entry	38	39	40	41	42	43	44	45	46	47	48
RXFP1 antagonist	.	-6	-17	-3	-12	-4	-33	-20	-18	20	-8
D2 ag	.	1.8	0.1	-0.4	-0.3	5.8	-0.2	1.3	0.5	-0.9	1.1
D1 PAM	6	-4	-9	-9	0	-10	2	-4	0	-7	-1
D1 agonist	0	0	0	1	16	12	1	2	1	3	9
D2 antag	.	-4	-24	-5	-14	2	-11	-38	-2	1	4
D1 antagonist	-27	3	2	-7	3	2	37	5	-8	-8	12
TRHR enhancer	3	-1	7	0	-3	-7	9	-24	0	-1	0
D2 PAM	.	15	-21	-11	-7	-1	-8	-23	0	-1	2
TRHR agonist	-0.4	0.8	0.6	-1.1	0.9	6.9	0.1	1.3	0.1	0.0	0.7

# Records 1 through 2, reprinted for reference:
1. CN(C)C(CNC(=O)Cc1ccc(Br)cc1)c1ccccc1 (configuration not stated)
2. Nc1cccc(N=Cc2c(O)n(Cc3ccc(F)cc3)c(=O)[nH]c2=O)c1

assay / entry	1	2
RXFP1 antagonist	0	10
D2 ag	-0.8	-1.7
D1 PAM	-9	-3
D1 agonist	7	-1
D2 antag	-16	10
D1 antagonist	1	7
TRHR enhancer	1	-3
D2 PAM	14	-7
TRHR agonist	0.8	-0.3

# Other results:
49. COc1ccc(Cl)cc1N=Cc1c(O)n(C)c(=O)n(C)c1=O
50. CCOC(=O)CC1=C(C(=O)OCC)C2(C(=O)Nc3ccccc32)C(C#N)=C(N)O1 (configuration not stated)
51. CCN1CCN(Cc2cc(OC)c(OC)cc2[N+](=O)[O-])CC1
52. Clc1ccc(NC2=NCCCS2)cc1Cl
53. COC(=O)C(O)(c1cn(C)c2ccccc12)C(F)(F)F (configuration not stated)
54. COc1ccccc1C(=O)Nc1ccc2c(c1)CC1(C(=O)N(C)C(=O)N(C)C1=O)C1CCCN21 (configuration not stated)
55. O=P(c1ccccc1)(c1ccccc1)N1CCCCC1
56. Cc1cccc(C(=O)Nc2ccc(Cl)cc2C(=O)c2ccccc2)c1
57. Cc1cccc(CNCCc2c[nH]c3ccccc23)c1
58. CCOC(=O)N(CC)c1ccc(C(O)(C(=O)OCC)C(F)(F)F)cc1 (configuration not stated)
59. CCOc1ccccc1N1C(=O)NC(=O)C(CCc2ccncc2)(CCc2ccncc2)C1=O

assay / entry	49	50	51	52	53	54	55	56	57	58	59
RXFP1 antagonist	10	-10	5	0	-5	1	-3	-9	-19	-2	10
D2 ag	.	-0.5	0.4	-0.2	0.1	0.6	1.2	.	0.8	.	-0.3
D1 PAM	-8	0	5	-1	-10	3	-1	-6	-10	-2	4
D1 agonist	1	1	0	3	1	3	1	3	27	6	1
D2 antag	.	10	-2	1	-10	-18	1	.	47*	.	10
D1 antagonist	3	-4	-10	-15	-21	3	-9	-4	-21	-11	-3
TRHR enhancer	15	0	1	-6	-7	10	5	2	-3	-5	0
D2 PAM	.	-6	6	-5	3	3	12	.	-19	-7	-1
TRHR agonist	0.5	-1.6	-0.4	0.1	0.1	-0.3	-0.6	2.4	2.5	-0.6	-0.5

# A portion of the library, so the mix of outcomes need not match the whole.
